GASC-1 inh: human JMJD2C demethylase inhibition. Q9H3R0. GST-JMJD2C(1-420) H3K9me3 demethylation, DELFIA europium. AID 2099. 330,000 tested, 0.069% active. inhibition, % at 2.35 µM;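 active = more than half of a compound's replicate wells show inhibition beyond 50%, single wells judged on their own value; inconclusive = some, but no more than half, of replicates pass 50% inhibition; inactive = no replicate passes 50% inhibition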;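 also: signal counts dimethyl H3K9 product captured on neutravidin plate; 0% = median of DMSO wells and 100% = 0.3 times that DMSO median; strong numbers were not always called active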
Target sequence (Q9H3R0 1-420 limits assumed): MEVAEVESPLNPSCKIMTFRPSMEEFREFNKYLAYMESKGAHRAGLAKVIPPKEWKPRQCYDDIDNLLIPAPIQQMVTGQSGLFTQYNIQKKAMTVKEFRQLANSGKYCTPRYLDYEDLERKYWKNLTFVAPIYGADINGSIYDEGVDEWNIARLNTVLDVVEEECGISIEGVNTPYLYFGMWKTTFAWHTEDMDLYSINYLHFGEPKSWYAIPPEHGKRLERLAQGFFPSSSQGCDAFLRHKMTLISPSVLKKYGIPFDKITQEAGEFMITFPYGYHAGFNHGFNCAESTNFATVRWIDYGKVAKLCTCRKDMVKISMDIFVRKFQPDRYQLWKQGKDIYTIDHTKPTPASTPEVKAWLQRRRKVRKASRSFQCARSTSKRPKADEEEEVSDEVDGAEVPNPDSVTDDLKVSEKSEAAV
* = called active by the depositor; i = inactive; ? = inconclusive. The list is partial; rates above refer to the full screens.

SMILES | GASC-1 inh
Cc1ccc(N/C(C(Cl)=C(Cl)Cl)=C(/Cl)[N+](=O)[O-])c(C)c1 | 22
CC(C)(C)NC(=S)NC(C)(C)C | 41
CCn1cc(C=C2C(=O)c3ccccc3C2=O)c2ccccc21 | -12
Cc1ccc(-c2nnc(NC(=O)CCS(=O)(=O)c3ccccc3)o2)c(C)c1 | 0
Cc1cc(NS(=O)(=O)c2ccc(NC(=O)COc3ccc(Cl)c(C)c3)cc2)no1 | -8
CCn1cc(/C=C(\NC(=O)c2ccc(OC)c(OC)c2)C(=O)NCCCN2CCOCC2)c2ccccc21 | -8
CN(C(=O)CCCN1CCCC1=O)C1CCCN(Cc2ccccc2F)C1 (stereo not given) | 11
Cc1ccc(NC(=O)N2CCCC2C(=O)NCCc2ccccc2)cc1 (stereo not given) | -5
COc1ccc(/C=C2\CCC/C(=C\c3ccc(OC)c(OC)c3OC)C2=O)c(OC)c1OC | -5
O=C(CS(=O)CC(=O)Nc1ccc(Cl)cc1)NCC1OCCc2ccccc21 (stereo not given) | 22
COc1cc(SC)ccc1C(=O)Nc1ccc2c(c1)OCO2 | -7
CC(=O)N1C(C(=O)O)Cc2c([nH]c3ccccc23)C1C (stereo not given) | -4
CCCN1CCn2c3c(c4cc(Br)ccc42)CCCC31 (stereo not given) | -8
O=[N+]([O-])c1ccc(N/N=C2/CCCCC2c2ccccn2)cc1 (stereo not given) | 18
CCCCNC(=O)CN1C(=O)c2cccc(N)c2C1=O | -1
CSc1ccccc1OCc1cc(C(=O)NCCc2nc(C)cc(C)n2)no1 | -6
O=C(Nc1ccc(Br)cc1)Nc1cnccn1 | 8
CCNc1nc(NCC)n2c(SCC(=O)Nc3ccc(OC(F)F)cc3)nnc2n1 | 2
O=C(COc1cccc2c1CCNC2=O)Nc1ccc(Cl)cc1 | 2
CCC(=O)N1CCc2cc(OC)c(OC)cc2C1COc1ccccc1OC (stereo not given) | -4
Cc1noc(NS(=O)(=O)c2ccc(NC(=O)c3oc4ccc(F)cc4c3C)cc2)c1C | -28
CCN1CCN(c2ccc(NC(=O)c3ccc([N+](=O)[O-])o3)cc2Cl)CC1 | -4
COc1ccc2[nH]cc(C(=O)CN3CCCCC3C)c2c1 (stereo not given) | -3
CCOC(=O)c1cnc(-n2nc(C)cc2C)nc1Nc1ccc(C)cc1 | -6
C#CCOCCOCCOCCNc1nc(N2CCN(C(=O)Cn3cc(CCCCN)nn3)CC2)nc(N2CCN(C(=O)[C@H](C)n3cc(CCCN=C(N)N)nn3)CC2)n1 | -9
Cc1cc(NC(=O)c2ccc([N+](=O)[O-])o2)ccc1NC(=O)c1ccco1 | -14
COc1ccc(C(=O)C(CN2CCOCC2)c2ccccc2)cc1F (stereo not given) | 1
COc1ccc(O[C@H]2C=C[C@@H](c3ccccc3)O[C@@H]2COC(=O)CC/C(C)=N/O[C@@H](C)c2cc(-c3c(C)cc(C)cc3C)no2)cc1 | -22
Cc1cc(C)c2[nH]c(=O)c(CN(C(=O)C3CCCO3)C3CCCC3)cc2c1 (stereo not given) | 17
COc1cc(NC(=O)c2cccs2)c(OC)cc1NC(=O)CCC(=O)Nc1ccc2ncccc2c1 | 1
CCC1CCCCN1C(=O)COC(=O)c1ccc(S(=O)(=O)N2CCOCC2)cc1 (stereo not given) | -5
Cc1c(C(=O)Nc2cccc(Cl)c2)c2ccccn2c1CCc1ccncc1 | -5
COc1cccc(C(=O)Oc2ccccc2/C=C\C(=O)c2cc3ccccc3o2)c1 | -19
O=C(CNC(=O)c1ccc(-c2ccccc2)cc1)OCc1ccc(Br)cc1 | 24
CC1CCCCC1NC(=O)CCCc1nc2ccccc2c(=O)[nH]1 (stereo not given) | -15
COc1ccc(-c2nnc(Nc3ccc(S(=O)(=O)Nc4nccs4)cc3)c3ccccc23)cc1 | 15
N#C/C(=C\c1ccncc1)c1nc2ccccc2[nH]1 | -7
O=C(NCCc1ccccc1)c1ccc(Cl)c(S(=O)(=O)N2CCOCC2)c1 | 9
Cc1c(C(=O)O)sc(S(=O)(=O)N2CCNCC2)c1C(=O)O | 5
COC(C[C@@H](O)[C@H](C)[C@H](O)COCc1ccccc1)OC | 13
COc1cc(/C=N\Nc2ccc([N+](=O)[O-])cc2)ccc1OCC(=O)Nc1ccc(C)c(C)c1 | -2
Cc1[nH]n(-c2ccccc2)c(=O)c1/C=C1/C=c2ccccc2=N1 | 61
O=C(Nc1ccc2c(c1)OCO2)C1CCN(C(=O)c2cccs2)CC1 | -12
CCOC(=O)c1c(C)[nH]c(C=Nc2ccccc2)c1O | -49
Cc1ccc2[nH]c3c(N4CCCCCC4)ncnc3c2c1 | 13
CCN(Cc1cc2ccc(C)cc2[nH]c1=O)C(=O)c1cccnc1 | 19
O=C(NCc1ccco1)c1cc(S(=O)(=O)N2CCOCC2)c(Cl)cc1Cl | 4
COc1cc(NS(=O)(=O)c2ccc(F)cc2)c(OC)cc1NC(=O)C1CC1 | i
CCOCCOC(=O)COc1ccc(N2C(=O)c3ccccc3C2=O)cc1 | 21
O=C(c1ccccc1)C1CCN(C(=O)C2CCC(=O)N(Cc3cccc(F)c3)C2)CC1 (stereo not given) | -9

The list continues.
SMILES | GASC-1 inh
COc1ccccc1N1CCN(Cc2cnc3ccc(Cl)cn23)CC1 | 3
CCOC(=O)c1sc(NC(=O)CSc2ncccn2)c(C#N)c1C | 11
COc1ccc2c(c1)c(C(C)=O)c(C)n2-c1ccc(C(C)=O)cc1 | -7
COc1cccc(/C=N/Nc2nccnc2Cl)c1O | -31
COC(C(=O)NNS(=O)(=O)c1ccccc1[N+](=O)[O-])c1ccccc1 (stereo not given) | 3
CC(C)c1ccc(N(C(=O)c2snc(C(N)=O)c2N)C(C(=O)NCC2CCCO2)c2ccc(N(C)C)cc2)cc1 (stereo not given) | -7
CC1(C)CC(=O)C(C=NCCN2CCN(C(=O)NC34CC5CC(CC(C5)C3)C4)CC2)=C(O)C1 | 0
CC(O)CN(Cc1cccc(Cl)c1)CC(C)O (stereo not given) | -2
CCOCCCn1c(=N)c(C(=O)NCc2ccc3c(c2)OCO3)cc2c(=O)n3ccccc3nc21 | 23
Cc1nc(NC(=O)c2ccccc2)sc1-c1csc(Nc2ccc(C(=O)O)cc2)n1 | -7
O=C1C=C(N(CCO)Cc2ccccc2)c2ccccc2C1=O | -11
COc1ccc2c(CN(C)c3ccccc3)cc(=O)oc2c1 | -5
CCN(CC)S(=O)(=O)c1cccc(C(=O)c2c(C)cc3ccccn23)c1 | 31
CSc1ccc(C(=O)N2CCC(CCC(=O)NCc3ccc(F)cc3)CC2)cc1 | -6
CC(=O)c1[nH]c(C)c(C(=O)N2CCCC(Nc3ccc(C(C)C)cc3)C2)c1C (stereo not given) | -1
CC(=O)N1/C(=C/c2ccc(N(C)C)cc2)C(=O)c2ccccc21 | 0
Cc1ccc(C(=O)/C=C/c2c(C)nn(-c3ccccc3)c2Cl)cc1 | -7
CCC(=O)N1CCN(c2ccc(NC(=O)c3ccc(-c4ccccc4)cc3)cc2)CC1 | 14
COc1ccc(-c2cnc(SCC(=O)Nc3ccc4c(c3)OCO4)n2Cc2ccco2)cc1 | -9
CC[n+]1ccccc1/C=C/c1ccc(N(C)C)cc1 | 20
Cc1nc(-c2ccccc2)cn(O)c1=O | 9
O=C1CN(C(=O)Cn2ncc(Cl)c(Cl)c2=O)c2ccccc2N1 | 0
COCC(=O)N1CCC(Oc2ccc(C(=O)N3C[C@@H]4CCC[C@H]3C4)cc2)CC1 | -4
O=C1/C(=C\c2ccc(O)c(O)c2)C(c2ccccc2)=NN1c1ccccc1 | ?
CCN1/C(=C\c2ccc3cc(C)ccc3[n+]2CC)Sc2cc(C)c(C)cc21 | 6
COc1cc(/C=N/NC(=O)c2c(-c3c(Cl)cccc3Cl)noc2C)ccc1OCC(N)=O | -3
Cc1ccccc1NC(=O)CN1C(=O)S/C(=C\c2ccc(-c3cc(C(=O)O)ccc3C)o2)C1=O | 3
CC1=NN(C(N)=S)C(=O)C1N=Nc1ccc(F)cc1 (stereo not given) | -11
CCOc1ccc(C(=O)Nc2cc(NC(=O)c3ccc(OCC)c(Cl)c3)cc(C(=O)O)c2)cc1Cl | -22
CCn1c(O)c(/C=N/NC(=O)c2ccncc2)c(=O)n(CC)c1=S | -31
CCc1nnc(NC(=O)c2cc(S(=O)(=O)N3CCOCC3)ccc2N2CCCCC2)s1 | -7
C#CCOCCOCCOCCNc1nc(N2CCN(C(=O)C([C@@H](C)CC)n3cc(C(N)CO)nn3)CC2)nc(N2CCN(C(=O)[C@H](CCC(=O)O)n3cc(C(N)Cc4ccc(O)cc4)nn3)CC2)n1 (stereo not given in full) | 16
O=C(c1ccc(S(=O)(=O)N2CCCCC2)cc1)N1CCN(Cc2ccc3c(c2)OCO3)CC1 | 3
COc1ccc2o/c(=N\O)c(C(=O)Nc3ccc(C)cc3)cc2c1 | 4
C(=N\Nc1nc2ccccc2[nH]1)/c1ccccn1 | -25
CCn1cc(C(=O)NCCc2ccc(Cl)cc2)c(=O)c2cc(S(=O)(=O)N(C)C)ccc21 | 7
Cc1ccc(-c2cn3cccc(C)c3n2)cc1 | -2
C/C(=C\C=C(C#N)C#N)c1cc(C#N)c(N)o1 | 8
CN(Cc1ccc(-n2cccn2)cc1)C(=O)c1cnn2c1NC(c1ccco1)CC2C(F)(F)F (stereo not given) | 13
CC(C)(C)c1ccc(OCC(=O)Nc2ccc3c4c(cccc24)C(=O)NC3=O)cc1 | -10
Cc1ncoc1C(=O)NC1CCCc2c1cnn2-c1ccc(C(C)(C)C)cc1 (stereo not given) | -6
CCCCN1CN(S(=O)(=O)c2cccs2)c2nc3ccccc3nc21 | 17
Cc1nc(OCc2ccccc2)c2sc3nc4c(cc3c2n1)COC(C)(C)C4 | -2
CCCc1cc(C(=O)Nc2ccc(OC)cc2[N+](=O)[O-])cs1 | -9
O=c1[nH]c(-c2ccc(Cl)cc2)nc2c1cnn2-c1ccccc1 | 9
O=C(c1ccccc1)N1CCSc2sccc2C1=O | 3
S=C1NC2(CCS1)Oc1ccccc1C1CC(c3ccccc3)=NN12 (stereo not given) | -7
CN(C)CCCN1C(=O)C(=O)/C(=C(/O)c2ccncc2)C1c1cccnc1 (stereo not given) | -5
CCOC(=O)c1ccc(N=c2ssnc2Cl)cc1 | 38
COc1ccc(CCNc2ncnc3cc(OC)c(OC)cc23)cc1OC | 2

Two entries picked at random from the list so far:
SMILES | GASC-1 inh
COc1ccc(CCNc2ncnc3cc(OC)c(OC)cc23)cc1OC | 2
O=c1[nH]c(-c2ccc(Cl)cc2)nc2c1cnn2-c1ccccc1 | 9

Additional results follow:
SMILES | GASC-1 inh
COCCNC(=O)c1c[nH]c2ccc(S(=O)(=O)N3CCC4(CC3)OCCO4)cc2c1=O | 8
CC1CN(c2ccc(Oc3ccccc3)cc2)c2nc3c(c(=O)[nH]c(=O)n3C)n2C1 (stereo not given) | ?
CC(C)OC(=O)CNc1n[nH]c(=S)[nH]c1=O | -11
CCC(=O)NC(=S)Nc1ccc(NC(=S)NC(=O)c2ccccc2)cc1 | -16
COc1ccc(Nc2nc(OC)nc(N3CCN(c4ccc(OC)cc4)CC3)n2)cc1 | 159
CCN(C(=O)c1cccc(S(=O)(=O)N2CCCCC2)c1)C1CCS(=O)(=O)C1 (stereo not given) | 13
O=C(COc1ccc(Cl)cc1Cl)NCc1ccncc1 | -8
O=c1[nH]c(=S)n(-c2cccc(C(F)(F)F)c2)c(O)c1C=NCCN1CCNCC1 | 5
CN(C)S(=O)(=O)n1cc(/C=C(\NC(=O)c2ccccc2F)C(=O)NCCCn2ccnc2)c2ccccc21 | -8
COc1cccc(CN2CCC(C(=O)Nc3ccc(Oc4cccnc4)cc3)CC2)c1 | 10

Three compounds already listed, sorted by the number in GASC-1 inh, descending.
SMILES | GASC-1 inh
COc1ccc(Nc2nc(OC)nc(N3CCN(c4ccc(OC)cc4)CC3)n2)cc1 | 159
O=c1[nH]c(=S)n(-c2cccc(C(F)(F)F)c2)c(O)c1C=NCCN1CCNCC1 | 5
CCC(=O)NC(=S)Nc1ccc(NC(=S)NC(=O)c2ccccc2)cc1 | -16

New compounds follow
SMILES | GASC-1 inh
O=C(OCc1nnc(-c2ccccc2)o1)C12CC3CC(CC(Br)(C3)C1)C2 | 1
CCOC(=O)C1=C(O)/C(=C/c2cn(CC(=O)N3CCCC3)c3ccccc23)SC1=Nc1ccccc1 | -14
CCSc1nnc(NC(=O)CSc2nnc(Cc3cccn3C)n2-c2ccc(F)cc2)s1 | i
CCOC(=O)CNS(=O)(=O)c1cc(-c2n[nH]c(=O)c3ccccc23)ccc1C | -6
Cc1ccc(C(=O)N(CCN2CCCCC2)CC2CCCN(C3CCCC3)C2)s1 (stereo not given) | -1
O=S(=O)(Nc1cc(Sc2cccc3cccnc23)c(O)c2ccccc12)c1ccccc1 | -12
COc1ccc(-n2c(SCC(=O)N3CCCCC3)nc3ccccc3c2=O)cc1 | 7
CCCOC(=O)Cn1c(=O)c2cc3c(=O)n(CC(=O)OCCC)c(=O)c3cc2c1=O | 1
CCc1cc2c(=O)c(-c3nc4ccccc4n3C)coc2c(CN2CCCCC2C)c1O (stereo not given) | 6
NC(=S)n1[nH]c(-c2ccc([N+](=O)[O-])cc2)c(N=Nc2cccc([N+](=O)[O-])c2)c1=O | -2
O=C(Nc1ccc2oc(-c3cccnc3)nc2c1)c1ccc([N+](=O)[O-])o1 | 29
Cc1cc(C)nc(Nc2n[nH]c(COc3cccc4ccccc34)n2)n1 | 5
Cc1nc(-c2ccccc2)sc1C1(C)CC(c2cccnc2)=NO1 (stereo not given) | -16
O=c1[nH]cnc2c1C(c1ccccc1)c1c(nc[nH]c1=O)O2 | 9
O=C(NCc1ccco1)C1CCCN1C(=O)Nc1ccc(Br)cc1 (stereo not given) | -6

Assay outcomes: PubChem, Broad Institute
